DT40 TDP1 no CPT = qHTS for Inhibitors of human tyrosyl-DNA phosphodiesterase 1 (TDP1): qHTS in cells in absence of CPT; 15% of 420,000 active; Potency, µM (series often up to 46.2 µM), without a hit: at the highest dose activity change, negative = growth inhibition, usual class: inhibitors; AID 686978, 2013; DT40 Tdp1-/- hTDP1 cells, no CPT, ATP luminescence, 48 h; further: nearly all actives have a fitted effect of over 55% in size
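Camptothecin absent (DMSO only). Human TDP1-complemented DT40 knockout cells, 400 cells/well, 37 °C for minimum 48 hr; ATP measured via CellTiter-Glo, 30 min dark incubation, luminescence.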
GCN5L2 inh = blocks human GCN5L2 histone acetyltransferase; AID 504327; GCN5L2 HAT assay, ThioGlo1 CoA-SH fluorescence; Q92830; Potency, µM (titrated, usually from 58.9 µM), inactives show at the highest dose activity change, negative = inhibition, actives largely listed as inhibitors; 0.21% of 390,000 active
Target sequence (Q92830 whole entry, looked up): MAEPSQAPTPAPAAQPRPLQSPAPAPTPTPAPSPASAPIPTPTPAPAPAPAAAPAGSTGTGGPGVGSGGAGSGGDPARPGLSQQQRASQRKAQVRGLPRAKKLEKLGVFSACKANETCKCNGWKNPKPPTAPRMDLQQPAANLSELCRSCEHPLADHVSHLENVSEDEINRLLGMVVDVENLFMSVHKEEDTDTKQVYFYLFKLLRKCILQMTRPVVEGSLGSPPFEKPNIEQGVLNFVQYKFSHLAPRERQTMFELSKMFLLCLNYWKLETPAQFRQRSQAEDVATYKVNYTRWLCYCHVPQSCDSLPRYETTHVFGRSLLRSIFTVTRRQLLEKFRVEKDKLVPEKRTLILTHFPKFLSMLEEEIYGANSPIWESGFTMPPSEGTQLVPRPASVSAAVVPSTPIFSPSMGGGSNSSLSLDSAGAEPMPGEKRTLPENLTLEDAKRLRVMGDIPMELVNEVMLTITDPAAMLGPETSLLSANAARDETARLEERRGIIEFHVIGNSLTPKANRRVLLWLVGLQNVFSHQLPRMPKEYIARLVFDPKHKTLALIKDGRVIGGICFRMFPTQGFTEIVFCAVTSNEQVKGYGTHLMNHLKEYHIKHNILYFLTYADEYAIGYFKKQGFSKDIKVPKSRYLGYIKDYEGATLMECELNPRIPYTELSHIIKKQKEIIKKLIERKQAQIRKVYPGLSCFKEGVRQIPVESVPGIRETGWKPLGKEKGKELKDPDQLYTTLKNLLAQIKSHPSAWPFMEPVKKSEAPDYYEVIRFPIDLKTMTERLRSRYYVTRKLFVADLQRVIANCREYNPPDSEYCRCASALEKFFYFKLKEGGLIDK
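ThioGlo1-coupled HAT assay: 20nM GCN5L2, 70uM acetyl-CoA, 75uM H3(1-25) peptide, pH 7.5. Fluorescence read at 340/540nm at start and after 20 min at room temperature.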
TDP1 block = blocks human tyrosyl-DNA phosphodiesterase 1 | Q9NUW8 | AID 485290 | 0.28% of 350,000 active | Potency, µM (titrated, usually from 130 µM), inactives show top-dose activity change, negative = inhibition, hits mostly inhibitors | recombinant TDP1, AlphaScreen DNA substrate cleavage; further: nearly all actives have a fitted effect of over 40% in size
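Signal: AlphaScreen proximity between streptavidin donor and anti-FITC acceptor beads on intact substrate. Reaction: Tdp1 1 nM, substrate 15 nM final, 5 min RT after 15 min compound preincubation.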
An asterisk follows results filed as active; ? = inconclusive; · = not tested or not shown; & = joins results of further samples; [ ] = another dose, or the depositor's remark. The call rests on the fitted dose curve; in most records, active means well fitted curve in the direction sought with a large enough effect; inconclusive means small, poorly fitted or top-dose-only effect, or another doubt; inactive means no such curve, though single readings can be large; an effect the other way counts as inactive or inconclusive. On the % scale 0 is the no-effect control and ±100 the full control effect; potency means the concentration at half of the fitted maximal effect. This is a subset (hit frequency here may not be typical).

SMILES	DT40 TDP1 no CPT	GCN5L2 inh	TDP1 block
CCOCC(=O)Nc1cc([N+](=O)[O-])ccc1C	-2.1%	0.4%	5.5%
COc1cc(NC(=O)COC(=O)CNC(=O)c2ccc(Cl)cc2)c(C)cc1[N+](=O)[O-]	-9.1%	-3.4%	3.5%
Cc1cc(Cl)c(S(N)(=O)=O)cc1OCC(N)=O	-0.1%	-9.4%	8.7%
COc1ccc2[nH]c(C(=O)N3CCN(c4ccccc4F)CC3)c(C)c2c1	?	2.0%	·
CC1CCCN(C(=O)C2CCN(Cc3ccc4c(c3)OCO4)CC2)C1 (centres undefined)	-12.6%	0.1%	11.8%
CCc1cccc(NC(=O)c2oc3ccc4c(c3c2C)C(=O)CC(C)(C)O4)c1	20.6µM*	-0.5%	-2.6%
C[C@@H](N)C(=O)NC[C@H]1CC[C@H](C(=O)N[C@@H](Cc2ccccc2)C(=O)O)CC1	6.5%	-6.2%	·
CC(=O)N1CCN(S(=O)(=O)c2cccc(C(=O)Nc3ccc4c(c3)CCC4)c2)CC1	?	-0.9%	4.9%
Cc1cc(C)c2oc(C(=O)Nc3ccc(S(=O)(=O)N4CCCC(C)C4)cc3)cc(=O)c2c1 (centres undefined)	?	-1.0%	5.3%
CN(/C=C/C(=O)C(F)(F)C(F)(F)F)Cc1ccccc1	21.9%	-1.3%	5.3%
NNc1ncnc2sc3c(c12)CCC3	18.4µM*	-4.7%	9.5%
Cc1cc(S(=O)(=O)NC2CCCC2)ccc1-n1cnnn1	-3.8%	-6.9%	9.2%
CCCNS(=O)(=O)c1cccc(C(=O)NNC(=O)c2cc(C)oc2C)c1	0.0%	-5.6%	-15.5%
CSc1nc2ccccc2cc1/C=C(\C#N)c1ccc(Cl)c(Cl)c1	?	-5.3%	2.5%
Cc1cccc(N2CCN(S(=O)(=O)c3ccc4c(c3)CC(=O)N4C)CC2)c1C	?	-19.8%&-16.7%	0.6%&2.5%
COc1ccccc1CN1CCCC2(CCN(C(=O)c3cccc(F)c3)CC2)C1	-7.4%	0.7%	·
Cc1ccc(C(C#N)c2ccc(C(=O)c3ccc(F)cc3)cc2)cc1 (centres undefined)	8.2µM*	3.9%	·
CC(=O)N1CCC(C(=O)N2CCN(S(=O)(=O)c3ccc(F)cc3)CC2)CC1	18.4µM*	-1.7%	0.8%
Cc1ncc(CN2CCC(C(=O)Nc3ccc(-n4cccn4)cc3)CC2)s1	-5.1%	-1.5%	2.8%
C/C(=N\O)c1ccc(Cl)cc1Cl	-11.6%	-0.4%	2.9%
O=[N+]([O-])c1ccccc1S(=O)(=O)Nc1cccc(-c2ccc3nncn3n2)c1	?	-11.4%	-16.1%
COCCn1c(C)cc(C(=O)COc2ccc(N(C)S(=O)(=O)c3ccc(C)cc3)cc2)c1C	?	-6.6%	3.9%
Cc1c(N)cccc1-c1nc2ccccc2[nH]1	-16.2%	0.8%	-1.6%[56.1 µM]
O=C(Nc1nc(-c2cccs2)c(-c2ccccc2)s1)c1ccco1	?	-12.5%	-2.1%
CCCN1C(=O)c2cc(C(=O)Nc3cccc(C(C)=O)c3)ccc2C1Nc1cccc(C(C)=O)c1 (centres undefined)	14.6µM*	-18.2%	·
The listing continues.
SMILES	DT40 TDP1 no CPT	GCN5L2 inh	TDP1 block
CC(=O)c1cc2c(cc1N/C(=N/S(=O)(=O)c1ccc(C)cc1)c1ccc(Cl)cc1)OCO2	-0.8%&0.7%	-5.6%&2.4%	-4.4%&5.1%
CN(C)c1oc(-c2ccccc2F)nc1C#N	-8.4%	-2.1%	-5.3%
CCOC(=O)C1=C(C)NC(=O)/C1=C\N(C)C	-1.5%	-1.8%	-5.8%
CCn1ncc(S(=O)(=O)Nc2cccnc2)c1C	13.0%	-11.5%	-8.8%
CCN(CC)CCNc1ccc2nnc(CCNS(=O)(=O)c3ccc(C)cc3)n2n1	1.5%	0.6%	-2.3%
Cc1[nH]c2ccccc2c1C(=O)CN1CC(C)OC(C)C1 (centres undefined)	-19.8%	-14.8%	2.7%
CN(C(=O)COC(=O)c1cccnc1Nc1cccc(C(F)(F)F)c1)C1CCS(=O)(=O)C1 (centres undefined)	?	19.2%	2.6%
COc1ccc(CNC(=O)COc2cc(O)c3c(c2)OC(C)(C)CC3=O)cc1	0.82µM*	-8.7%	·
Cc1ccc(-n2nnnc2CNC(=O)c2ccc([N+](=O)[O-])o2)cc1C	7.31µM*	?	·
CCCn1c(NCCO)nc2ccccc21	-5.1%	-1.9%	-0.5%
O=C(Nc1ccccc1)ON=C1c2ccccc2-c2ccccc21	?	1.1%	-5.8%
COC(=O)C1CC(O)CN1S(=O)(=O)c1ccc2ccccc2c1 (centres undefined)	-14.7%	4.0%	0.9%
COc1ccc(NC(=O)Cn2cc(C(=O)c3ccco3)c3ccccc32)cc1	?	2.6%	5.2%
O=C(COC(=O)C12CC3CC(CC(C3)C1)C2)NCc1ccccc1	-9.6%	-3.7%	-3.9%
Cc1ncc([N+](=O)[O-])n1CC(=O)Nc1ccc(F)cc1	-2.4%	0.8%	·
COc1ccc(CNc2ncncc2-c2ccccc2C(F)(F)F)c(OC)c1	?	-10.9%	·
Cc1ccc(S(=O)(=O)NCCc2nnc3ccc(SCc4ccccc4C)nn23)cc1	16.4µM*	-23.0%	2.6%
CC(C)OC(=O)Nc1ccc2c(c1)N(C(=O)CCN1CCN(CCO)CC1)c1ccccc1CC2	-4.2%	-9.7%	6.2%
CC(C)c1ccc(NC(=O)c2ccccc2NC(=O)C2CCCCC2C(=O)O)cc1 (centres undefined)	-19.8%	?	·
CC1(C)CC(=O)c2c(S(C)(=O)=O)sc(Br)c2C1	?	1.1%	5.7%
CCOCCCNCc1cc(Cl)ccc1OCC	-17.8%	2.5%	8.2%
C=C1CCN(C(C(=O)OC)C(C)C)S(=O)(=O)c2ccc(F)cc21 (centres undefined)	-11.9%	-0.2%	4.4%
C/C(=N/NC(=O)c1ccc2nc[nH]c2c1)c1cccs1	-8.2%	-1.6%	2.6%
c1ccc2nc(-c3nc4ccccc4[nH]3)ccc2c1	5.17µM*	1.7%	5.6%
CN(Cc1cccc(F)c1)C(=O)c1ccc(NS(=O)(=O)c2ccc3[nH]c(=O)[nH]c3c2)cc1	-1.1%	2.6%	-1.4%
Other compounds follow:
SMILES	DT40 TDP1 no CPT	GCN5L2 inh	TDP1 block
Cc1ccc(CNC(=O)C2CCCN(S(=O)(=O)c3cccc4nonc34)C2)cc1 (centres undefined)	?	-12.8%	7.2%
Cc1nc(NC(=O)CSc2nnc(-c3ccccc3)c(-c3ccccc3)n2)c(Cl)cc1Cl	25.9µM*	-8.3%	3.4%
Nc1cc(Cl)ccc1C(=O)OCC(=O)N1CCCCCC1	5.8%	-19.7%	-0.7%
Cc1ccsc1/C=N/Nc1nc2ccccc2[nH]1	?	-6.2%	8.1%
O=S(=O)(c1ccccc1)N1CCN(C(=S)NC2CCCC2)CC1	-13.4%	0.0%	1.6%
CCOC(=O)Cc1csc(NC(=O)c2sc3nc4ccc(CC)cc4cc3c2N)n1	?	-17.8%	2.0%
OCC(CO)NC1C[C@](O)(CO)[C@@H](O)[C@H](O)[C@H]1O (some centres undefined)	·	8.6%	-4.3%
CCNC(=O)c1ccc(CSc2nc3ccccc3s2)cc1	?	-1.7%	4.8%
Cc1cc(C(=O)CN2C(=O)NC(C)(CC(C)C)C2=O)c(C)n1-c1ccc2c(c1)OCO2 (centres undefined)	23.1µM*	41.6%[activator]	5.6%
CC(NC(=O)CSc1nc2ccc(N)cc2s1)c1ccccc1 (centres undefined)	?	3.0%	0.0%
CC(C)OC(=O)CSc1nnc(-c2cnccn2)n1Cc1ccco1	-18.2%	·	5.1%
CCN(c1cccc(C)c1)S(=O)(=O)c1csc(C(N)=O)c1	-10.6%	-23.8%	·
Cc1cc(C)c2c(=O)cc(C(=O)Nc3ccc(S(=O)(=O)Nc4onc(C)c4C)cc3)oc2c1	-14.9%	-25.8%	9.8%
CSCc1ccc(C(=O)NCCSc2ccc(Br)cc2)cc1	?	-8.0%	3.3%
COc1ccc(C(C(=O)NC2CCCC2)N(Cc2ccco2)C(=O)c2snc(C(N)=O)c2N)cc1OC (centres undefined)	-5.1%	-1.8%	·
COC(=O)c1c(NC(=O)c2ccccc2[N+](=O)[O-])sc2c1CC(C)(C)NC2(C)C	?	-0.1%	-5.6%
Cn1c(=O)c2c(ncn2CCOc2ccc(Br)cc2)n(C)c1=O	16.4µM*	2.0%	0.6%
Fc1cccc(CCN2C(=S)NC[C@@H]2Cc2ccccc2)c1	?	1.7%	5.1%
CCc1ccc2c(c1)C(c1ccncc1)=NNC(c1ccccc1)=N2	?	0.1%	2.4%
CC(C)OC(=O)N(C)c1ccc(C(O)(C(F)(F)F)C(F)(F)F)cc1	?	-9.0%	3.9%
CC(=O)NCCc1nc2cc(NC(=O)COc3cccc(C)c3)ccc2n1C	-11.1%	-1.7%	3.9%[0.0935 µM]
Cc1ccc(S(=O)(=O)c2cc(OC(=O)c3ccco3)ccc2OC(=O)c2ccco2)cc1	16.4µM*	-2.9%	0.0%
COc1ccc(-c2csc(NC(=O)c3ccc(S(=O)(=O)N4CCc5ccccc5C4)cc3)n2)cc1	?	-3.1%	1.8%
CC1=NNC(=O)C1CC(=O)N/N=C/C(C)=C/c1ccccc1 (centres undefined)	5.8%	-6.6%	5.3%
COc1cccc(C(N)=O)c1OC(=O)Cc1ccccc1F	-26.7%	-8.1%	·

Part of the list above in order of number of heavy atoms, lowest first.
SMILES	DT40 TDP1 no CPT	GCN5L2 inh	TDP1 block
Cc1ccsc1/C=N/Nc1nc2ccccc2[nH]1	?	-6.2%	8.1%
CCN(c1cccc(C)c1)S(=O)(=O)c1csc(C(N)=O)c1	-10.6%	-23.8%	·
Fc1cccc(CCN2C(=S)NC[C@@H]2Cc2ccccc2)c1	?	1.7%	5.1%
O=S(=O)(c1ccccc1)N1CCN(C(=S)NC2CCCC2)CC1	-13.4%	0.0%	1.6%
CC(C)OC(=O)N(C)c1ccc(C(O)(C(F)(F)F)C(F)(F)F)cc1	?	-9.0%	3.9%
CC(C)OC(=O)CSc1nnc(-c2cnccn2)n1Cc1ccco1	-18.2%	·	5.1%
CC(=O)NCCc1nc2cc(NC(=O)COc3cccc(C)c3)ccc2n1C	-11.1%	-1.7%	3.9%[0.0935 µM]
COC(=O)c1c(NC(=O)c2ccccc2[N+](=O)[O-])sc2c1CC(C)(C)NC2(C)C	?	-0.1%	-5.6%
Cc1cc(C(=O)CN2C(=O)NC(C)(CC(C)C)C2=O)c(C)n1-c1ccc2c(c1)OCO2 (centres undefined)	23.1µM*	41.6%[activator]	5.6%
Cc1nc(NC(=O)CSc2nnc(-c3ccccc3)c(-c3ccccc3)n2)c(Cl)cc1Cl	25.9µM*	-8.3%	3.4%
Cc1cc(C)c2c(=O)cc(C(=O)Nc3ccc(S(=O)(=O)Nc4onc(C)c4C)cc3)oc2c1	-14.9%	-25.8%	9.8%
COc1ccc(-c2csc(NC(=O)c3ccc(S(=O)(=O)N4CCc5ccccc5C4)cc3)n2)cc1	?	-3.1%	1.8%

Next structures:
SMILES	DT40 TDP1 no CPT	GCN5L2 inh	TDP1 block
COc1ccc2nc(SCc3cccc(C)c3)nc(C)c2c1	?	3.3%	·
Cc1cc(C)n2c(SCC(=O)Nc3cccc(S(N)(=O)=O)c3)nnc2n1	-20.3%	-1.3%	-0.1%
Cc1ccccc1OCC(=O)N/N=C/c1ccc(N2CCOCC2)o1	?	-14.6%	3.5%
CC(C)CSc1nc(N2CCOCC2)c2c(c1C#N)CC(C)(C)SC2	?	-14.2%	3.0%
CC(C)C[C@H]1CN=C(Nc2ccccc2)N1CC1CCCC1	16.4µM*	-3.1%	·
CSCCC(NC(=O)c1ccccc1Cl)C(=O)NCc1ccncc1 (centres undefined)	3.1%	2.5%	-0.6%
Cc1ccc(-n2ncc3c(NNC(=O)c4ccco4)ncnc32)cc1C	?	2.1%	2.6%
Cc1ccccc1CSCC(=O)NC(=O)NC(C)(C)C	-25.3%	-5.0%	0.0%
COCCN(C(=O)CC(C)(C)C)c1nnc(-c2cccnc2)s1	?	-1.8%	5.9%[56.1 µM]
O=C(NCc1ccccc1)C(c1cccs1)N(C(=O)c1csnn1)C1CC1 (centres undefined)	?	-9.6%	1.0%
O=C(c1cc(-c2ccc(Cl)c(Cl)c2)on1)N1CCOCC1	-7.9%	-2.5%	-9.3%
O=C(c1cc(C2CC2)nn1-c1ccccc1)N1CCN(c2ccccc2O)CC1	16.4µM*	-4.8%	2.2%
O=c1[nH]c(SCc2ccc([N+](=O)[O-])cc2)nc2c1CCCC2	?	0.0%	8.6%
CCN(CC)S(=O)(=O)c1ccc(OC)c(NS(=O)(=O)c2ccc(F)cc2)c1	-4.1%	-0.1%	1.0%
COC(=O)c1ccc(CSc2nnc(CNC(=O)c3ccccc3F)o2)o1	1.3%	·	6.1%
CS(=O)(=O)N1CCN(C(=S)NCc2ccc(Cl)cc2)CC1	-15.9%	-0.4%	0.0%
C/C(=N\NC(=O)c1cc(Cl)ccc1O)c1ccc(Br)s1	?	-1.5%	2.3%

High-throughput results as filed in PubChem.
